SSB-PriA inh = blocks PriA binding to SSB C-terminal tail. 430,000 compounds, 0.6% hits. inhibition, % at 33 µM. AID 1272365. AlphaScreen SSBct-PriA binding, biotinylated peptide; in the data active = inhibition mostly above about 37%, no sharp cut-off; inactive = mostly below about 20%;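 also: plate controls were negative control peptide for no effect and reference peptide for full effect; strong numbers were not always called active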
TcdB inh = inhibitors of Clostridioides difficile toxin B glycohydrolase; P18177; inhibition, % at 9.99 µM; 350,000 compounds, 0.24% hits; TcdB glycohydrolase enzymatic assay, plate reader; AID 652162; in the data active = inhibition above about 10%
Target sequence (P18177 whole entry, looked up): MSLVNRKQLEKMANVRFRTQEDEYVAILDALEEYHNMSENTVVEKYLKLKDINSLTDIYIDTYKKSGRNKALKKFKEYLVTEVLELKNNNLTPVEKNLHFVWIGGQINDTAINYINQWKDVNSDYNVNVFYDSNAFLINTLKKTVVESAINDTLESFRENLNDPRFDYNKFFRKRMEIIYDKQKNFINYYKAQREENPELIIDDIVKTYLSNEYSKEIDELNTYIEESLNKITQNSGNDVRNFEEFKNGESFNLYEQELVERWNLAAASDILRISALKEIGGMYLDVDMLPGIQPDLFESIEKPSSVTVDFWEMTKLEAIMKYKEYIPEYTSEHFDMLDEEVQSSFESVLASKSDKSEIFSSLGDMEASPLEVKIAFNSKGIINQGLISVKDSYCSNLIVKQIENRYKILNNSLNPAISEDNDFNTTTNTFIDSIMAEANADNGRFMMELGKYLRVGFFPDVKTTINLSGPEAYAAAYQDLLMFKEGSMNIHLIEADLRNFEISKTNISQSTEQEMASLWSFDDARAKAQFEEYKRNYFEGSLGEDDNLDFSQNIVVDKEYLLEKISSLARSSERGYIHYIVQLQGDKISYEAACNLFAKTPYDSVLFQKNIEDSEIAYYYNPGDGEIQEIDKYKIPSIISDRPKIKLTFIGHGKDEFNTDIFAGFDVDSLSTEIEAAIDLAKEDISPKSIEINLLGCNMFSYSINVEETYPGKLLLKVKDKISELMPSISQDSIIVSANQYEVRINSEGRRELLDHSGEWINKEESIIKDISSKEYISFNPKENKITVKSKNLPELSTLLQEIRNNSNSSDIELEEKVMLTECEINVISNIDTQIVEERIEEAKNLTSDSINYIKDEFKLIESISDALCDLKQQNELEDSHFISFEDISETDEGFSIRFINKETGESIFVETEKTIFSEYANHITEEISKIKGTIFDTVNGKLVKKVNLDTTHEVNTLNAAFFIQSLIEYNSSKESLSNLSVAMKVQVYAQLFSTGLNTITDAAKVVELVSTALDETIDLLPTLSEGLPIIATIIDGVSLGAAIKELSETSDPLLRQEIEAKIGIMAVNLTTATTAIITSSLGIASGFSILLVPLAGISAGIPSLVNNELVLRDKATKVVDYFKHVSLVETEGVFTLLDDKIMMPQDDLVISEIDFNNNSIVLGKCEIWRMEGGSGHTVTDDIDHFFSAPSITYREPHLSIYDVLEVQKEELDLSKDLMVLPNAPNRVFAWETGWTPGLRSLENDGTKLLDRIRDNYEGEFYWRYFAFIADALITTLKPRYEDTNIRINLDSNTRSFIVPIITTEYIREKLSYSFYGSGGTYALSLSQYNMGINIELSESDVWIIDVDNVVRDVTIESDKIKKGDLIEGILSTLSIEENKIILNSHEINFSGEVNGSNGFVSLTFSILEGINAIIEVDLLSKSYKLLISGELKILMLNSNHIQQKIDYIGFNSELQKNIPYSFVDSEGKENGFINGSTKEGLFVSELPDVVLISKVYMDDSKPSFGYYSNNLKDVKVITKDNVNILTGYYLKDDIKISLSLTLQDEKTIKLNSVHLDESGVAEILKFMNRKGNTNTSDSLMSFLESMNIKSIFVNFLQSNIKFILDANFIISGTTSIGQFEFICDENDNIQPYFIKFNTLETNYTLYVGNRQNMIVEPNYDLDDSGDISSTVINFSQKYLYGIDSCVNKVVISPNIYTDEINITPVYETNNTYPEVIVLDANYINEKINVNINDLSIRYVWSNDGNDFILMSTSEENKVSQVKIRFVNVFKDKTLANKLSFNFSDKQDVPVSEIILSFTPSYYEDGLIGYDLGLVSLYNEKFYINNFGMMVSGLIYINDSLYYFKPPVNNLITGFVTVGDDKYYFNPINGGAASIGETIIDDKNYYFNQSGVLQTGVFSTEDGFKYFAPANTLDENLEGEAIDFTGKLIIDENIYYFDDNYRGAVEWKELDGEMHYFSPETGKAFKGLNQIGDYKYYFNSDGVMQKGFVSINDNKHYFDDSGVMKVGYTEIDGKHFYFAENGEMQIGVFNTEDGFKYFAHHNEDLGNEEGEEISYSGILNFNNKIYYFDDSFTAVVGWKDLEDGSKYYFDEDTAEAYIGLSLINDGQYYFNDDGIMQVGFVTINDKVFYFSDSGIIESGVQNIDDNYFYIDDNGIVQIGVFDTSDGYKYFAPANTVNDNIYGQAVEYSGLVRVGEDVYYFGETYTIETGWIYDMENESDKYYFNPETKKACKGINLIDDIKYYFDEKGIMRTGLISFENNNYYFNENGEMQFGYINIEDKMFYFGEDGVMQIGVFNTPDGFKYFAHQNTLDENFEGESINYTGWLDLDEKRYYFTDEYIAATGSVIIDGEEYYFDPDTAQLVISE
Anthrax LF inh2 = inhibitors of Bacillus anthracis lethal factor protease; P15917; multiplex microsphere protease cleavage assay, LF; inhibition, % at 10 µM; 360,000 compounds, 0.12% hits; also: plate controls were buffer without enzyme for full effect and enzyme alone for no effect
SARS 3CLpro inh = SARS-CoV 3CLpro protease inhibition | inhibition, % at 6 µM | recombinant SARS-CoV 3CLpro, quenched FRET peptide cleavage | P0C6X7 | 290,000 compounds, 0.14% hits; in the data active = inhibition above about 12%
VHR inh abs = inhibitors of human VHR1 phosphatase (DUSP3); AID 1654; 290,000 compounds, 0.52% hits; P51452; inhibition, % at 13.3 µM; recombinant VHR phosphatase, pNPP absorbance; in the data active = inhibition above about 50%; also: some compounds called inactive have numbers as strong as hits
CCHF vOTU inh = blocks the CCHF virus ovarian tumor domain protease; CCHFV vOTU protease, Pep-AMC fluorescence; inhibition, % at 11.5 µM; 370,000 compounds, 0.55% hits; AID 651958; in the data active = inhibition above about 30%; also: 0% = vehicle wells with enzyme and 100% = no enzyme wells
BoNT-A LC inh2 = inhibitors of Botulinum neurotoxin A light chain protease; multiplex microsphere protease substrate cleavage, flow cytometry; inhibition, % at 10 µM; 360,000 compounds, 0.17% hits; AID 588499; also: plate controls were buffer without enzyme for full effect and enzyme alone for no effect
Y pestis TopoI = Y. pestis Topo-I inhibition via cleavage products; Y. pestis Topo-I cleavage product accumulation, plate reader; activity, % at 10 µM; 360,000 compounds, 0.064% hits; in the data active = activity above about 50%, passing the limit was not always enough; also: inactives centre near 2
BH1578 lux ind = quorum light induction in luxS cqsA deficient V. cholerae | V. cholerae BH1578 lux reporter, luminescence, 6 h | activation, % at 18.7 µM | 350,000 compounds, 0.16% hits | AID 588436; in the data active = activation mostly above about 9.7%, no sharp cut-off; also: not every result past the cut was called active; inactives centre near 0; reference of the scale not given here
PfHsp40 rescue = rescue of PfHsp40-mediated yeast toxicity; S. cerevisiae expressing PfHsp40, growth rescue, ATP luminescence; growth rescue, % at 12.5 µM; 340,000 compounds, 0.68% hits; AID 504582; in the data active = growth rescue above about 28%, passing the limit was not always enough;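 also: yeast W303a lacking pdr1 and pdr3 grown in galactose medium; growth measured after three days at 30 °C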
The depositor's hits bear a star; i = inactive; . = no result given; & = joins results of further samples. Rule as the data show it, unless noted: active = inhibition above about 30%; inconclusive = no clear call, values can overlap the other calls; inactive = below that.

Values run as follows: SSB-PriA inh	TcdB inh	Anthrax LF inh2	SARS 3CLpro inh	VHR inh abs	CCHF vOTU inh	BoNT-A LC inh2	Y pestis TopoI	BH1578 lux ind	PfHsp40 rescue
CC1(C)CC(CC(=O)Nc2ccccc2[N+](=O)[O-])C(=O)O1 (stereo unspecified)
→ 2	0.3	-1	-2	-4	-8	-0.2	-2	-1.4	-1.4
CCn1c(COc2ccc(C)cc2)nnc1SCC(=O)Nc1ccc2c(c1)OCCO2
→ 2	.	-1	0	-8	-4	1.0	22	.	13
COc1cccc(/C=N/n2cnc3c(cnn3-c3ccccc3)c2=O)c1
→ i	0.4	-1	-1	23	-7	-0.1	9	i	.
CCOC(=O)c1ccc(Nc2nc(N3CCOCC3)nc(N3CCOCC3)n2)cc1
→ 4	-0.8	0	6	-4	2	-0.5	-2	-0.2	-0.7
Cc1ccccc1-c1noc(-c2cccs2)n1
→ -12	2.1	-5	-4	-27	5	0.2	-4	.	-0.4
CC(=O)NC(NC(=S)Nc1c(C)n(C)n(-c2ccccc2)c1=O)C(Cl)(Cl)Cl (stereo unspecified)
→ 5	1.0	-1	-4	-4	10	0.5	1	1.2	2.4
CCCc1cc(CN(C)C(=O)CC2C(=O)NCCN2Cc2ccccc2C)[nH]n1 (stereo unspecified)
→ -11	0.6	1	0	-11	7	1.2	5	i	-0.9
COc1cc(C2C(S(=O)(=O)c3ccccc3)CON2C)ccc1OCc1ccc(F)cc1 (stereo unspecified)
→ 0	0.5	.	1	35	-10	.	.	.	.
O=C(NCc1cccnc1)Nc1cccc(C(F)(F)F)c1
→ -14	0.7	-1	-6	23	-12	1.3	0	-0.3	1.7
COC(=O)C(CSCc1ccccc1)NC(=O)CSc1nc(C)cc(=O)[nH]1 (stereo unspecified)
→ -19	-1.6	-1	-1	-11	-8	-0.5	8	i	0.9
CC(=O)c1ccc(N2CCN(S(=O)(=O)c3cccc(S(=O)(=O)N4CCOCC4)c3)CC2)cc1
→ -9	.	1	-1	-16	-9	0.2	18	i	0.7
CCN(CC)CCNC(=O)c1ccc(NC(=O)c2cccc(S(=O)(=O)N3CCc4ccccc43)c2)cc1
→ -4	1.7	-3	.	.	5	-4.0	-32	i	0.0
COC(=O)[C@H]1C[C@@H]1[C@H](NS(=O)(=O)c1ccc2ccccc2c1)c1ccccc1
→ -2	2.5	0	1	9	5	0.6	9	-0.3	0.5
Nc1cc([N+](=O)[O-])ccc1Nc1ccc(O)cc1
→ -10	2.8	-13	5	24	1	-1.4	-1	-0.8	-0.6
Cc1ccc(S(=O)(=O)N(C)C)cc1NC(=S)N1CCc2ccccc21
→ -5	-0.9	-7	3	18	-4	-2.1	8	0.3	-0.7

Entries of single compounds from above. Values in the order: SSB-PriA inh	TcdB inh	Anthrax LF inh2	SARS 3CLpro inh	VHR inh abs	CCHF vOTU inh	BoNT-A LC inh2	Y pestis TopoI	BH1578 lux ind	PfHsp40 rescue
CC(=O)NC(NC(=S)Nc1c(C)n(C)n(-c2ccccc2)c1=O)C(Cl)(Cl)Cl (stereo unspecified) is listed with 5	1.0	-1	-4	-4	10	0.5	1	1.2	2.4
CCN(CC)CCNC(=O)c1ccc(NC(=O)c2cccc(S(=O)(=O)N3CCc4ccccc43)c2)cc1 is listed with -4	1.7	-3	.	.	5	-4.0	-32	i	0.0
COC(=O)[C@H]1C[C@@H]1[C@H](NS(=O)(=O)c1ccc2ccccc2c1)c1ccccc1 is listed with -2	2.5	0	1	9	5	0.6	9	-0.3	0.5
Cc1ccccc1-c1noc(-c2cccs2)n1 is listed with -12	2.1	-5	-4	-27	5	0.2	-4	.	-0.4
CC(=O)c1ccc(N2CCN(S(=O)(=O)c3cccc(S(=O)(=O)N4CCOCC4)c3)CC2)cc1 is listed with -9	.	1	-1	-16	-9	0.2	18	i	0.7

Structures above containing fluorine (two):
Values run as follows: SSB-PriA inh	TcdB inh	Anthrax LF inh2	SARS 3CLpro inh	VHR inh abs	CCHF vOTU inh	BoNT-A LC inh2	Y pestis TopoI	BH1578 lux ind	PfHsp40 rescue
COc1cc(C2C(S(=O)(=O)c3ccccc3)CON2C)ccc1OCc1ccc(F)cc1 (stereo unspecified)
→ 0	0.5	.	1	35	-10	.	.	.	.
O=C(NCc1cccnc1)Nc1cccc(C(F)(F)F)c1
→ -14	0.7	-1	-6	23	-12	1.3	0	-0.3	1.7

The main list resumes, starting 2 compounds before the break.
Values run as follows: SSB-PriA inh	TcdB inh	Anthrax LF inh2	SARS 3CLpro inh	VHR inh abs	CCHF vOTU inh	BoNT-A LC inh2	Y pestis TopoI	BH1578 lux ind	PfHsp40 rescue
Nc1cc([N+](=O)[O-])ccc1Nc1ccc(O)cc1
→ -10	2.8	-13	5	24	1	-1.4	-1	-0.8	-0.6
Cc1ccc(S(=O)(=O)N(C)C)cc1NC(=S)N1CCc2ccccc21
→ -5	-0.9	-7	3	18	-4	-2.1	8	0.3	-0.7
CCOc1ccc(N(CC(=O)Nc2ccccc2C)S(=O)(=O)c2c(C)[nH]c(=O)[nH]c2=O)cc1
→ -6	1.5	1	-2	13	-1	-0.5	2	-0.4	0.8
CSc1cccc(CNC(=O)CC2C(=O)NCCN2CC(C)(C)C)c1 (stereo unspecified)
→ -17	1.4	-9	1	22	19	-1.5	-1	-0.9	-0.8
Cc1ccc(C(c2nnnn2Cc2ccccc2)N2CC=C(c3ccc(F)cc3)CC2)cc1 (stereo unspecified)
→ -16	.	1	-5	25	0	0.5	8	i	15
Nc1ccccc1-c1nc2ccccc2s1
→ -162&-29	0.4	-1	0	12	-94	3.1	0	-0.6	0.0
Cn1c(N)c(C(=O)COC(=O)c2ccccc2C(=O)c2ccc(Cl)c([N+](=O)[O-])c2)c(=O)n(C)c1=O
→ -6	.	-1	.	.	.	-6.3	21	-1.4	0.7
O=C(NCc1ccccc1)c1ccccc1
→ -6	-11	2	.	.	18	0.7	-5	-0.3	-0.5
CCCCOc1ccc(N2C(N)=NC(N)=NC23CCCCC3)cc1
→ 6	0.5	1	1	0	3	0.3	18	0.2	-0.2
O=C(Cc1c(Sc2ccccc2)c2ccccc2n1Cc1ccccc1)NCCO
→ 1	-1.5	0	3	-7	22	-1.1	33	-0.2	-1.4
O=[N+]([O-])c1cccc(N=Nc2ccc(O)cc2O)c1
→ 17	2.0	-11	.	.	9	-0.2	-8	i	-0.7
COc1ccc(-c2nc3c(Cl)cc(C(F)(F)F)cn3c2Cc2cccc(F)c2)cc1OC
→ .	0.7	3	.	.	3	-0.6	.	.	.
Cn1ncc([N+](=O)[O-])c1C(=O)N/N=C/c1cccc([N+](=O)[O-])c1
→ .	9.1	-2	0	0	-5	0.6	-1	i	1.3
CC(SC1=NCCS1)C(=O)Nc1nnc(-c2ccc(Br)cc2)s1 (stereo unspecified)
→ -6	1.6	3	-6	7	3	-0.9	-2	-1.6	0.1
N#Cc1c(Sc2ncc(C(F)(F)F)cc2Cl)nsc1C/C=N\OCc1ccccc1Br
→ .	.	-8	1	30	-2	0.6	-8	0.1	0.3
Nc1ncnc(N2CCc3ccccc32)c1[N+](=O)[O-]
→ -5	0.3	8	3	2	-9	-0.5	5	-0.3	0.4
COc1ccccc1N1CCN(C(=O)c2cc3c(s2)CCCCC3)CC1
→ -2	0.3	-3	-1	18	-1	2.1	14	-7.7	3.7
CCOc1ccc(C(=O)/C=C/c2ccc(OC)c(OC)c2)cc1
→ -10	1.2	2	1	6	-7	0.9	6	1.1	1.5
CC(=O)c1cccc(NC(=O)Cn2cnc(S(=O)(=O)N3CCCC3)c2)c1
→ -3	2.1	4	4	13	18	-0.8	13	-0.2	0.2
CCOC(=O)COc1ccsc1C(=O)OC
→ -9	.	-15	-3	33	1	-0.6	2	0.3	0.5
O=C(O)CC(C(=O)OC1CCCCC1)N1CCOCC1 (stereo unspecified)
→ 9	.	-8	3	-15	.	-1.1	-2	i	0.2
COC(=O)c1cc2c(cc1N)OCCO2
→ 2	-1.4	-1	-2	-5	-8	-1.5	14	-0.3	0.1
COc1cccc(C(=O)C2CCCN(C(=O)c3ccccn3)C2)c1 (stereo unspecified)
→ -7	0.7	1	-2	-2	3	1.1	-14	-0.4	-2.0
O=C(CCN1C(=O)/C(=C\C=C\c2ccccc2)SC1=S)Nc1ccc(C(=O)O)cc1
→ 8	1.1	9	0	84	3	18	3	i	-1.9
O=C(Nc1ccccc1C(=O)NC1CC1)c1ccccc1F
→ -3	1.2	10	.	.	1	1.9	-5	1.5	-1.2
O=C(NC(=S)Nc1nc(-c2cccc([N+](=O)[O-])c2)cs1)c1cc(Cl)ccc1Cl
→ 0	0.0	7	1	4	-8	0.9	-2	-0.2	-1.5
CCOC(=O)C(NC(=O)c1ccccc1)(N1CCOCC1)C(F)(F)F (stereo unspecified)
→ -8	.	-3	-4	6	-7	-0.6	4	i	-2.3
Cn1c(C(=O)O)cc2cc(Oc3ccccc3)ccc21
→ -5	1.2	11	3	-7	7	-2.0	5	i	-1.1
CCOc1ccc(N2C(=O)C(Cl)=C(N3CCOCC3)C2=O)cc1
→ -12	1.3	1	-2	2	-1	2.0	-1	i	2.2
Cc1nn(-c2ccc(F)cc2)c(Cl)c1/C=C(/CC(=O)O)c1nc2ccccc2s1
→ -10	2.0	2	.	.	11	0.2	16	.	8.3
CC1(C(=O)Nc2cccc(Oc3ccccc3)c2)CCN1Cc1cc2ccccc2o1 (stereo unspecified)
→ .	0.4	0	.	.	2	0.1	31	i	.
N/C(=N\OC(=O)c1ccccc1Cl)c1ccc(Cl)cc1
→ .	.	0	1	1	10	0.4	2	i	-0.4
Cc1ccc(Nc2nc(N)nc(CN3CCN(C(=O)c4ccco4)CC3)n2)cc1Cl
→ 14	.	-6	-6	17	4	0.1	6	-0.1	-0.8
COCOc1cccc(CN2CCC2(C)C(=O)Nc2ccc(C)c(O)c2)c1 (stereo unspecified)
→ .	0.4	-2	.	.	5	-0.3	21	-3.0	.
C=CCn1c(O)c(C(C)=NCCCO)c(=O)[nH]c1=O
→ -8	.	-7	-12	-10	2	-0.4	-3	-0.3	-0.4
C=CCc1cc(/C=C2/NC(=O)N(CC(=O)OC)C2=O)cc(OC)c1O
→ -11	-1.5	-2	2	3	8	-0.4	5	-0.3	-1.1
CC(C)(C)n1nnnc1C(c1ccc(C(F)(F)F)cc1)N(Cc1ccccc1)Cc1ccco1 (stereo unspecified)
→ -20	.	-8	-4	15	7	-1.0	38	i	2.7
CN1C(=O)C(CC(=O)Nc2ccc(F)cc2)N(Cc2ccco2)C1=S (stereo unspecified)
→ -14	-1.4	-6	4	15	6	0.5	-11	i	0.5

Screens: PubChem, several laboratories

A portion of the library; the hit share may differ from the screen's.
